CHT PAM: allosteric activators of human choline transporter CHT | Q9GZV3 | B-score at 10 µM | CHT-expressing cells, membrane potential dye, choline EC20; hits give high values; LV-AA mutant CHT in HEK293 cells | hit rate 0.49% among 310,000;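 active means initial fluorescence not abnormally high and integrated response B-score, plate-corrected, over 3 SD above library mean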
Target sequence (Q9GZV3 whole entry, looked up): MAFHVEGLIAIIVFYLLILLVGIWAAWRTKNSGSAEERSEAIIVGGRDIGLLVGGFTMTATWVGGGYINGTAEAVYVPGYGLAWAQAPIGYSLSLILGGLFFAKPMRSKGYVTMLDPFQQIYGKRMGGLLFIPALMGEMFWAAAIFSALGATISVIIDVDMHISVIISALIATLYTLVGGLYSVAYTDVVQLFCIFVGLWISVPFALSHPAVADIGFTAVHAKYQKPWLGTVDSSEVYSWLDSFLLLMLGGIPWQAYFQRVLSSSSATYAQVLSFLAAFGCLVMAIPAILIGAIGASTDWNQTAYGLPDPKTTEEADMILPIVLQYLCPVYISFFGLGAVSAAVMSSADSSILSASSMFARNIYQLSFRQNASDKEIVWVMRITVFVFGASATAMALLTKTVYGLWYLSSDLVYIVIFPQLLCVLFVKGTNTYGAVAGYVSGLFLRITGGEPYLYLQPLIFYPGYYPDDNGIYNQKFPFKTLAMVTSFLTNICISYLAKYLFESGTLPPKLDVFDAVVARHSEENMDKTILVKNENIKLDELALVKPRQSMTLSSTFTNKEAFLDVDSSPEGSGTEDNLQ
OX1R antag: antagonists of human orexin 1 receptor; O43613; CHO/OX1R cells, Fluo-8 calcium fluorescence, orexin A; inhibition, % at 5 µM; hit rate 0.43% among 330,000;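 active means inhibition above its plate's threshold, mean inhibition of all tested compounds on the plate plus 3 SD, cut at about 37% in these data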;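 further: 0% = orexin A challenge wells and 100% = SB-334867-A antagonist wells; not every result past the cut was called active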
Target sequence (O43613 whole entry, looked up): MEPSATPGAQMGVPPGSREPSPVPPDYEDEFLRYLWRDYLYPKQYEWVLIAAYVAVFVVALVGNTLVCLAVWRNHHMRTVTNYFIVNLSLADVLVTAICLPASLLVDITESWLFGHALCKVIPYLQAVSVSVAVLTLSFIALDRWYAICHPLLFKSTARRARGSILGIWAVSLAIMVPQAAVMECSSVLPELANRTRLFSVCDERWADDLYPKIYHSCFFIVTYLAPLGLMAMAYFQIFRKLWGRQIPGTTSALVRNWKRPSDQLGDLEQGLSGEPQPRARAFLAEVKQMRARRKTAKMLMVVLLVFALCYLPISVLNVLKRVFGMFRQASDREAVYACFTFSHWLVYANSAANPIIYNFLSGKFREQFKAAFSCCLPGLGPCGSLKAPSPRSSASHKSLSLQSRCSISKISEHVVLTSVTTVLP
Numbers without * were called inactive; i = inactive; nt = not tested or not shown.

SMILES	CHT PAM	OX1R antag
CCOC(=O)c1ccc(S(=O)(=O)NCCN(CC)CC)cc1	i	5
COc1ccc(CN(C(=O)CN2C(=O)C(C)Oc3ccccc32)C2CCCC2)c(OC)c1 (centres undefined)	i	59*
CSc1sc(C(=O)O)c2c1C(=O)CC(C)(C)C2	i	-4
CC(C)N1CCN(Cc2ccc(C#CCCO)cc2)CC1CCO (centres undefined)	i	-9
COc1ccccc1C(=O)NCCC(=O)NCc1ccncc1	nt	-19
COc1cc(C(=O)N/C(=C\c2cn(C)c3ccccc23)C(=O)NCCCN2CCOCC2)cc(OC)c1OC	i	-6
COc1cc(C(=O)NCc2ccccn2)ccc1OCc1c(C)noc1C	i	-3
COc1ccccc1N1CCN(C(=O)CSc2ncnc3c2cnn3-c2ccc(C)c(C)c2)CC1	i	-24
O=c1cc(CSc2nnc(COc3cccc4ccccc34)o2)c2ccccc2[nH]1	i	-29
Cc1cc(C(=O)CN2CCC(C)CC2)c(C)n1-c1ccccc1F	i	-18
Cc1ccc(N2CC(C(=O)Nc3ccc4c(c3)OCCO4)CC2=O)cc1 (centres undefined)	i	-34
CC(=N\NC(=O)c1ccc([N+](=O)[O-])cc1)/C(=N/O)C(=O)Nc1ccccc1	i	3
CN(C[C@H](Cc1ccccc1)N(C[C@@H](Cc1cccc2ccccc12)N(CCc1ccccc1)N=O)N=O)N=O	i	-10
CCCCCCCCCCCCCCCCn1cc[n+](C)c1	i	85*
O=C(NCCc1ccccc1)C(=O)NN=C1CCCC1	i	-15
CN1C(=O)NC(NC(=O)c2ccncc2)(C(F)(F)F)C1=O (centres undefined)	i	-2
COc1ccc(C(=O)CCC(=O)Nc2cccc(Cl)c2)cc1	i	-26
Cc1cc(N2C(=O)C(O)=C(C(=O)c3ccco3)C2c2ccc([N+](=O)[O-])cc2)no1 (centres undefined)	i	-2
COc1ccc(OCCNc2cc(N3CCCCC3)ccc2[N+](=O)[O-])cc1	i	1
Nc1c2c(nc3cccc(Cl)c13)N(c1ccccc1)CC2	i	6
COc1ccc(C2C(C#N)=C3NC(=O)c4c(sc5c4CCCCC5)N3C3=C2C(=O)CC(C)(C)C3)cc1 (centres undefined)	i	-47
NC(=O)c1oc2ccccc2c1NC(=O)CS(=O)(=O)c1ccccc1	i	-10
COC(=O)c1cc(NC(=O)COC(=O)CCc2nc3ccccc3c(=O)[nH]2)cc(C(=O)OC)c1	nt	0
CC[C@H](C)[C@H](NC(N)=O)C(=O)NCCc1ccc(OC)cc1	i	-1
O=C(Nc1ccc(F)cc1)NC1CCCCC1	i	-7
Clc1ccccc1CN1CCN(/N=C/C=C/c2ccco2)CC1	i	-11
NC(N)=NS(=O)(=O)c1ccc(N=C2C(=O)Nc3ccccc32)cc1	i	-14
CCc1ccc(NC(=O)CCC(=O)c2ccccc2)cc1	i	-13
COc1ccc(Br)cc1CNC(=O)C1CCCN(c2nc3ccccc3o2)C1 (centres undefined)	i	-30
CCOC(=O)C1=C(C)N(c2ccc(OCC)cc2)C(=O)/C1=C\c1ccco1	i	-25
Cn1c(N)c(C(=O)c2ccccc2)c(=O)n(C)c1=O	i	-13
CC(C)(C)C(=O)Nc1ccc(C(=O)N/N=C/C2CC3C=CC2C3)cc1 (centres undefined)	i	6
CCCC(=O)Nc1nnc(S(=O)(=O)N(CC)c2ccc(OC)cc2)s1	i	nt
CCCCOc1ccc(C(=O)Nc2ccc(S(=O)(=O)Nc3onc(C)c3C)cc2)cc1	i	2
CC(Sc1nnnn1-c1ccccc1)C(=O)Nc1ccccc1-c1ccccc1 (centres undefined)	i	-30
C=CCc1ccc(OCCCOc2ccc(C)cc2OC)c(OC)c1	i	-23
COC(=O)N/N=C/c1cc([N+](=O)[O-])cc(Br)c1O	i	10
CCOc1cc(N2CCOCC2)c(OCC)cc1NC(=O)C(C)C	i	5
O=C(NCC(=O)N(c1ccc(F)cc1)C(C(=O)NC1CCCC1)c1ccncc1)c1ccco1 (centres undefined)	i	-2
Cc1c(C(=O)OCc2nc3ccsc3c(=O)[nH]2)oc2ccccc12	nt	1

23 neighbouring entries already listed, for reference:
SMILES	CHT PAM	OX1R antag
Cc1cc(N2C(=O)C(O)=C(C(=O)c3ccco3)C2c2ccc([N+](=O)[O-])cc2)no1 (centres undefined)	i	-2
COc1ccc(OCCNc2cc(N3CCCCC3)ccc2[N+](=O)[O-])cc1	i	1
Nc1c2c(nc3cccc(Cl)c13)N(c1ccccc1)CC2	i	6
COc1ccc(C2C(C#N)=C3NC(=O)c4c(sc5c4CCCCC5)N3C3=C2C(=O)CC(C)(C)C3)cc1 (centres undefined)	i	-47
NC(=O)c1oc2ccccc2c1NC(=O)CS(=O)(=O)c1ccccc1	i	-10
COC(=O)c1cc(NC(=O)COC(=O)CCc2nc3ccccc3c(=O)[nH]2)cc(C(=O)OC)c1	nt	0
CC[C@H](C)[C@H](NC(N)=O)C(=O)NCCc1ccc(OC)cc1	i	-1
O=C(Nc1ccc(F)cc1)NC1CCCCC1	i	-7
Clc1ccccc1CN1CCN(/N=C/C=C/c2ccco2)CC1	i	-11
NC(N)=NS(=O)(=O)c1ccc(N=C2C(=O)Nc3ccccc32)cc1	i	-14
CCc1ccc(NC(=O)CCC(=O)c2ccccc2)cc1	i	-13
COc1ccc(Br)cc1CNC(=O)C1CCCN(c2nc3ccccc3o2)C1 (centres undefined)	i	-30
CCOC(=O)C1=C(C)N(c2ccc(OCC)cc2)C(=O)/C1=C\c1ccco1	i	-25
Cn1c(N)c(C(=O)c2ccccc2)c(=O)n(C)c1=O	i	-13
CC(C)(C)C(=O)Nc1ccc(C(=O)N/N=C/C2CC3C=CC2C3)cc1 (centres undefined)	i	6
CCCC(=O)Nc1nnc(S(=O)(=O)N(CC)c2ccc(OC)cc2)s1	i	nt
CCCCOc1ccc(C(=O)Nc2ccc(S(=O)(=O)Nc3onc(C)c3C)cc2)cc1	i	2
CC(Sc1nnnn1-c1ccccc1)C(=O)Nc1ccccc1-c1ccccc1 (centres undefined)	i	-30
C=CCc1ccc(OCCCOc2ccc(C)cc2OC)c(OC)c1	i	-23
COC(=O)N/N=C/c1cc([N+](=O)[O-])cc(Br)c1O	i	10
CCOc1cc(N2CCOCC2)c(OCC)cc1NC(=O)C(C)C	i	5
O=C(NCC(=O)N(c1ccc(F)cc1)C(C(=O)NC1CCCC1)c1ccncc1)c1ccco1 (centres undefined)	i	-2
Cc1c(C(=O)OCc2nc3ccsc3c(=O)[nH]2)oc2ccccc12	nt	1

Carrying on.
SMILES	CHT PAM	OX1R antag
CC(C)(C)c1ccc(OCCC(=O)Nc2ccc(N3CCOCC3)cc2N2CCOCC2)cc1	i	-31
COc1ccc(S(=O)(=O)NC(C)C(=O)NCCN2CCOCC2)cc1Cl (centres undefined)	i	-10
COc1ccc(S(=O)(=O)N2CCC(C(=O)Nc3nnc(C)s3)CC2)cc1OC	i	-3
O=C(Nc1ccccc1-c1ccccc1)C12CC3CC(CC(C3)C1)C2	i	-28
O=C(N/C(=C\c1cn(-c2ccccc2)nc1-c1ccccc1)C(=O)N1CCOCC1)c1ccccc1	i	3
CCC1CN(C(=O)N2CCC(C(=O)NCc3cccc(OC)c3OC)CC2)c2cc(C)ccc2O1 (centres undefined)	i	-31
O=C(NCCCN1CCOCC1)c1ccc(Sc2ccc(F)cc2)c([N+](=O)[O-])c1	i	-18
COc1ccc(OCc2cc(C(=O)N3CCC(c4ccccc4)CC3)no2)c(Cl)c1	i	-15
Cc1c(C(=O)Nc2ccccc2F)sc2ncn(CC(=O)N3CCOCC3)c(=O)c12	i	-15
CC1=CC(=O)C(C(C)C)=CC1=NC(=O)c1ccc(C)cc1	i	-12
CC1CCN(CCCNC(=O)C2CCC(CNS(=O)(=O)c3ccccc3)CC2)CC1 (centres undefined)	i	-1
COc1ccccc1-c1nc2ccccc2c(=O)n1O	i	-7
O=C(Nc1ccc(Cl)c(Cl)c1)Nc1ccccn1	i	-15
Oc1ccc2ccccc2c1CN1CCN(C/C=C/c2ccccc2)CC1	i	-23
C[C@]12c3[nH]c4ccc(Cl)cc4c3CCN1C(=O)[C@@H](CC(=O)NCc1cccc(C(F)(F)F)c1)C[C@@H]2C(=O)N1CCCCC1	nt	-10
COc1ccc(CN(C)C(=O)c2cccc(S(=O)(=O)N3CCN(c4ccccc4)CC3)c2)c(OC)c1OC	i	-4
Cc1cc(S(=O)(=O)NCCN2CCOCC2)ccc1Cl	i	-8
Cc1cccc(NC(=S)NNC(=O)c2ccccc2OC(F)F)c1	i	4
COC(=O)c1nccnc1C(=O)Nc1ccccc1N1CCOCC1	i	0
COCC(=O)Nc1ccccc1NC(C)=O	i	-10
Cc1ccc2[nH]c(=O)c(CC=C(Cl)Cl)c(C)c2c1	i	0
c1ccc(-c2cc(-c3ccc(N4CCOCC4)cc3)nc3ccccc23)cc1	i	-43
O=C(NCCC(=O)N1CCC2(CC1)NCCc1[nH]cnc12)c1cccc(C(F)(F)F)c1	i	-15
COc1cccc(/C=C2/C(=O)NN(c3ccc(F)cc3)C2=O)c1	i	nt
CSc1nc2c(c(=O)n1-c1ccccc1)SCC2	i	-4
N#Cc1cnc(NOCc2ccc(Cl)cc2)nc1	i	-6
Cc1occc1C(=O)NC(C)CCc1ccccc1 (centres undefined)	i	-22
O=C(O)c1cc2nc(-c3cccs3)cc(C(F)(F)F)n2n1	i	-14
Nc1ccccc1C(=O)N1CCc2ccccc21	i	-10
Cc1ccc(OCCC(=O)NNC(=O)c2ccccc2F)cc1	nt	-4
O=C(Nc1ccc(-c2nnc(-c3ccccc3)o2)cc1)C1CCCO1 (centres undefined)	i	-9
COc1cccc(/C=N/NC(=O)c2cnccn2)c1OC	i	-11
C#CC1(O)CC(C)N(C)C(C)C1 (centres undefined)	i	-8
CC1CC1C(=O)Nc1nc(-c2ccccn2)cs1 (centres undefined)	i	-19
C/C(=N\NC(=O)COc1ccc(C#N)cc1)c1ccc(N2CCOCC2)cc1	i	-13
COc1ccc(OCCn2cnc3ccccc32)cc1	i	nt
CCOC(=O)C1(CCSC)NC(c2ccco2)C2C(=O)N(C)C(=O)C21 (centres undefined)	i	-2
CC1CCN(c2ccc(NC(=O)c3cccnc3Cl)cc2)CC1	i	-30
Cc1ccc(N(CC(=O)N2CCOCC2)S(C)(=O)=O)cc1C	i	-8
CCn1c(=NC(=O)CSC(C)=O)sc2cc(F)ccc21	i	6
Cc1ccc(S(=O)(=O)N(C)CC(=O)Nc2cccnc2)cc1	i	-10
C(=N\Nc1nc(N2CCOCC2)nc(N2CCOCC2)n1)/c1ccncc1	i	1
COc1ccc(S(=O)(=O)N2CCOCC2)cc1NC(=O)CSc1nnc(C2CC2)n1C1CC1	nt	-12
O=Cc1cn(CC(=O)Nc2ccc(F)cc2)c2ccccc12	i	-17
c1ccc2c(c1)Sc1ccccc1-n1cnnc1-2	i	-12
O=C(Cc1ccccc1)N[C@@H](Cc1ccccc1)C(=O)O	i	-5
COc1ccc(NC(=O)c2cccc(S(=O)(=O)N3CCN(c4ccccc4)CC3)c2)c(OC)c1	nt	-18
COc1cc(/C=C(\C#N)c2ccccn2)ccc1OCc1ccccc1	i	-24
COc1ccc(-n2c(C)c(C(C)=O)c(C(C)=O)c2C)cc1	i	-10
S=c1[nH]nc(CCSCc2ccccc2)n1-c1ccccc1	i	-5
NNc1nc2ccc(Cl)cc2s1	i	-13
NNC(=O)c1nc[nH]c1C(=O)Nc1ccccn1	i	6
COc1ccc(-c2nn(-c3ccccc3)cc2N)cc1	i	-4
Clc1ccc(OCCCCCN2CCCC2)c(Br)c1	i	-21
CCOC(=O)c1cnc(SCc2nc(N)nc(Nc3ccccc3OC)n2)nc1N	i	6
Cn1c(N)c(C(=O)COC(=O)CCc2nc3ccccc3s2)c(=O)n(C)c1=O	i	-7
COc1ccccc1CNC(=O)Cc1ccc(C)cc1	i	7
COc1ccc(-c2csc(-c3ccccc3)n2)c(OC)c1	i	-26
S=C(NCc1ccc2c(c1)OCO2)Nc1ccc(-c2nc3ccccc3[nH]2)cc1	i	1
COc1ccc(/C=C/C(=O)Nc2sc3c(c2C(=O)NCc2cccnc2)CCCC3)cc1	i	-31
Next records follow:
SMILES	CHT PAM	OX1R antag
Cc1ccc(CNC(=O)CN2CCN(Cc3ccc(C)cc3)C2=O)cc1	i	-20
Cc1ccc(-n2ncc3c2CCCC3NC(=O)CSc2ccccn2)cc1C (centres undefined)	i	-23
COc1nn(CC(=O)N2N=C(C(F)F)CC2(O)C(F)F)cc1[N+](=O)[O-] (centres undefined)	i	5
CCCOc1ccc(/C(O)=C2/C(=O)C(=O)N(CCCn3ccnc3)C2c2ccc(C)o2)cc1 (centres undefined)	i	-22
COc1ccc(C(=O)NN2C(=O)C3C(c4ccccc4)C=CC(c4ccccc4)C3C2=O)cc1 (centres undefined)	i	3
Cc1ccccc1-c1ccc(C=Nc2c(C)n(C)n(-c3ccccc3)c2=O)o1	i	-21
COC(=O)c1cc(NC(=O)CSc2nnc(CN3CCOCC3)n2C)ccc1Cl	i	-27
CCCC1CCC(=NNC(=O)CNc2ccc(OC)cc2)CC1 (centres undefined)	i	-10
O=C(COC(=O)CC1CC2CCC1C2)Nc1ccccc1Cl (centres undefined)	nt	-30
NC(=O)C(c1ccccc1)C1CCCCC1 (centres undefined)	i	-15
Cc1cccnc1NC(=O)Nc1ccc(Cl)cc1	i	-7
Cc1ccccc1CN(c1ccc(C(=O)NCC2CCCO2)cc1)S(C)(=O)=O (centres undefined)	i	-36
COc1cc([N+](=O)[O-])ccc1NC(=O)CSc1nnc(C)c(C)n1	i	-5
COc1ccc(C(=O)OC(C)C(=O)NC2CCCc3ccccc32)cc1OC (centres undefined)	nt	-24
CCn1cc(C(=O)N[C@@H](C)C(=O)OC)c(=O)c2cc3c(cc21)OCO3	i	-2
CC(C)Cn1c(-c2ccccc2F)n[nH]c1=S	i	4
CO/C(N)=C(\C#N)N=Cc1ccccc1Cl	i	-16
O=C(O)CC1=C(Nc2ccccc2)C(=O)N(c2ccccc2)C1c1ccc(Cl)cc1 (centres undefined)	i	-21
COc1ccc(OC)c(S(=O)(=O)Nc2cccc(F)c2)c1	i	0
COC(=O)C(Cc1ccc(OC(=O)c2ccccc2C)cc1)N1Cc2ccccc2C1=O (centres undefined)	i	-5
